# sdo1 growth = growth rescue of sdo1-depleted yeast, primary screen, S. cerevisiae, bone marrow failure model; actives 0.21% (n = 140,000); S. cerevisiae sdo1-depleted JHY4D growth rescue, OD600 30 h; hits give high values; pdr5 snq2 efflux-pump mutant strain; z-score at 10 µM;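 active = z-score above 3 at both the 24 hr and the 30 hr optical density reads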;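 note: z-score against mean and SD of all compound wells on the same plate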
# Insulin prom inh = inhibitors of insulin promoter-driven GFP, primary screen, imaging, TRM-6 cells (human fetal islet line), eGFP reporter, cell count. AID 1273, 2008. inhibition, % at 2 µM. reporter expression induced with tamoxifen. actives 0.9% (n = 130,000);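 active = inhibition above the mean plus 3 SD, with well images judged a real hit on visual review, cut at about 60% in these data, passing the limit was not always enough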
# sdo1 growth Rescue 24 h = second read-out of sdo1 growth, no call of its own (marks repeat the call); z-score; S. cerevisiae sdo1-depleted JHY4D growth rescue, OD600; measured here: growth rescue at 24 h;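 0 is the plate mean of compound wells and units are plate SD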
# * hit, by the source's call; . = no result given; & = joins results of further samples.
# The line under a structure holds: sdo1 growth Rescue 24 h	sdo1 growth	Insulin prom inh
CCOc1cc(C2NC(=O)NC(O)(C(F)(F)F)C2C(=O)c2ccccc2)ccc1OC (stereo not given)
    1.73	1.53	50.0
CCCn1c(CN2CCCCC2C)nc2c1c(=O)n(C)c(=O)n2C (stereo not given)
    0.92	1.02	.
COc1ccc2[nH]c(C)c(CCNC(=S)Nc3ccccc3OC)c2c1
    .	.	-18.2
CNC(=S)N=Nc1c(O)[nH]c2ccccc12
    0.18	0.12	-8.3
CCOC(=O)c1nn(-c2ccc(Cl)cc2)c2nnc(Cc3ccc(C)cc3)c(=O)n12
    0.2	-1.08	0.0
Cc1[nH]ncc1N=Cc1ccc([N+](=O)[O-])cc1
    -0.95	0.32	43.8
COc1cc2c(cc1OC)C(C(=O)N1CCN(c3ccccn3)CC1)C(c1cccs1)N(C)C2=O (stereo not given)
    0.65	0.83	0.0
COc1ccc2c(c1)[nH]c1c(=O)n(N)cnc12
    0.44	0.73	3.3
COc1ccc(NC(=O)CSc2nnc(-c3cccs3)n2-c2ccccc2)cc1
    1.36	0.18	.
CC1(C)CC(=O)c2cc3c(N)c(C(=O)NCc4ccccc4)sc3nc2C1
    -0.11	0.22	-46.7
Cc1nn(Cc2ccccc2)c(C)c1N
    -1	0.07	-16.7
Cc1ccc(SCC(=O)NC(C)(C)C)cc1
    -0.05	0.84	-34.3
COCCOC(=O)C1=C(C)NC(=O)NC1c1c(Cl)nc2c(C)cccn2c1=O (stereo not given)
    -0.11	0.8	-3.7
CC(=O)Nc1ccc(C(=O)NNC(=O)c2cccs2)cc1
    -0.68	1.17	23.1
CCOc1ccc(C(=O)NC(=S)Nc2ccc(N3CCC(C)CC3)cc2)cc1[N+](=O)[O-]
    -0.77	-1.12	.

# The results go on:
# The line under a structure holds: sdo1 growth Rescue 24 h	sdo1 growth	Insulin prom inh
O=C(COc1cccc(F)c1)N[C@@H](Cc1ccccc1)c1nc2ccccc2[nH]1
    -0.37	-0.49	.
CCCCc1nc(NCCNC(=O)c2ccccc2)c(C#N)c2c1CSC(C)(C)C2
    -1.54	-2.11	-31.0
CCOc1ccccc1NC(=O)NC1(C(=O)N2CCOCC2)CCCCC1
    1.03	1.37	.
Cc1ccc(NC(=O)NN(C)c2c(Cl)c(Cl)nn2C)cc1
    .	.	27.3
Cc1ccc(N2CC(C(=O)N/N=C/c3sccc3C)CC2=O)cc1 (stereo not given)
    -0.99	-0.7	16.1
S=c1[nH]nc(-c2ccncc2)n1CC1CCCO1 (stereo not given)
    -0.23	0.63	11.5
CCNC(=O)N1CCNC(=O)C1CC(=O)Nc1ccc(C(=O)OCC)cc1 (stereo not given)
    -0.33	-0.2	6.7
CC(C)(C)c1ccc(OC(=O)CN2C(=O)C3C4CCC(C4)C3C2=O)cc1 (stereo not given)
    -0.03	-0.14	-33.3
COc1cccc(-c2nnc3sc(-c4cccs4)nn23)c1
    -0.24	-1.35	10.7
CCn1cnc2c1c(=O)n(CC(=O)Nc1cc(C)on1)c(=O)n2Cc1ccccc1
    0.21	0.34	24.2
Cc1ccc2c(c1)nc(NCCO)n2C
    0.69	1.33	-11.8
CC(=O)Nc1ccc(S(=O)(=O)Nc2ccc(-c3ccc4nnc(C)n4n3)cc2)cc1
    .	.	-2.9
Cc1cc(C)c2c3c(cn2n1)c(=O)n(C)c(=O)n3C
    .	.	31.2
O=C(c1ccccc1[N+](=O)[O-])N1CCc2ccccc2C1
    -0.2	-0.11	.
Clc1ccccc1OCc1nc(-c2ccc(Br)o2)no1
    -0.69	-0.72	.

# Brought forward from above: six compounds, followed by the next part.
# The line under a structure holds: sdo1 growth Rescue 24 h	sdo1 growth	Insulin prom inh
CCn1cnc2c1c(=O)n(CC(=O)Nc1cc(C)on1)c(=O)n2Cc1ccccc1
    0.21	0.34	24.2
Cc1ccc2c(c1)nc(NCCO)n2C
    0.69	1.33	-11.8
CC(=O)Nc1ccc(S(=O)(=O)Nc2ccc(-c3ccc4nnc(C)n4n3)cc2)cc1
    .	.	-2.9
Cc1cc(C)c2c3c(cn2n1)c(=O)n(C)c(=O)n3C
    .	.	31.2
O=C(c1ccccc1[N+](=O)[O-])N1CCc2ccccc2C1
    -0.2	-0.11	.
Clc1ccccc1OCc1nc(-c2ccc(Br)o2)no1
    -0.69	-0.72	.
O=S1(=O)CCN(Cc2ccccc2C(F)(F)F)CC1
    .	.	45.0
COc1ccc(O)c(/C=N/NC(=O)CSc2nnc(C)n2-c2ccccc2)c1
    0.67	0.57	-16.7
CC(=O)c1cn(CC(=O)Nc2c(C)cccc2C)c2ccccc12
    0.77	1.03	37.1
Cn1c(C2CC(=O)N(Cc3ccccc3)C2)nc2ccccc21 (stereo not given)
    -0.31	0.13	.
CCCC(C)c1nnc(NC(=O)C(=O)OCC)s1 (stereo not given)
    .	.	9.5
COc1ccc(CCN(C(=O)c2cccc(F)c2)C2CC(=O)N(c3ccc(OC)cc3)C2=O)cc1 (stereo not given)
    -0.36	-0.41	-50.0
CN(C)/C=N/c1cc(=O)[nH]c(=O)n1CC1CC1
    1.44	1.3	18.2
C=C(C)CNC(=S)N/N=C(\C)c1ccc(-n2ccnc2)cc1
    -1.1	-1.45	8.5
O=C(Nc1ccccc1-c1ccccc1)c1cccc(C(F)(F)F)c1
    -1.15	-0.84	.
Cc1ccc(S(=O)(=O)N2CCN(CC(=O)Nc3ccc([N+](=O)[O-])cc3)CC2)cc1C
    0.11	0.08	16.7
O=C(CSc1n[nH]c(=O)[nH]c1=O)c1cccc([N+](=O)[O-])c1
    .	.	-114.3
Cc1ccc(S(=O)(=O)N(CC(=O)NCCSC2CCCCC2)c2ccccc2F)cc1
    0.96	0.76	-2.8
COc1ccc(C2C(C(C)=O)=C(O)C(=O)N2C)c(OC)c1 (stereo not given)
    1.58	1.32	-45.7
O=C(/C=C/c1ccc(F)cc1)Nc1cc(S(=O)(=O)N2CCOCC2)ccc1N1CCCC1
    -0.45	0.87	.
CCC(=O)Oc1ccc(-c2cnc3ccccc3n2)cc1
    -1.14	-0.6	.

# Next entries follow:
# The line under a structure holds: sdo1 growth Rescue 24 h	sdo1 growth	Insulin prom inh
CCOc1ccc(OCCOc2cccc(C(F)(F)F)c2)cc1
    -0.52&-0.22	-0.48&-0.71	.
COCCn1c(C)cc(C(=O)CSc2nc3ccccc3c(=O)n2Cc2ccco2)c1C
    0.5	-0.47	-27.0
COc1ccccc1/C=N\Nc1cc(C)nc(-n2nc(C)cc2C)n1
    -1.16	-1.35	.
CCCn1c(=O)c(C(=O)NCc2ccc(OC)c(OC)c2)c(O)c2ccccc21
    -1.74	-1.61	.
Cc1ccc(NC(=O)Cn2c3ccc(F)cc3c3nc4n(c(=O)c32)CCS4)cc1F
    .	.	11.8
Cc1cc(OCCOCCNC(C)C)cc(C)c1Cl
    -0.75	-1.17	.
CCOC(=O)c1cnc(SC2CCc3ccccc3C2=O)nc1N (stereo not given)
    -1.3	-1.47	.
CCOC(=O)c1c(NC(=O)c2cccnc2)sc(C)c1C
    -0.33	-1.05	13.5
Cc1ccc(NC(=S)N2CCCC(c3nc4ccc(C)cc4[nH]3)C2)c(C)c1 (stereo not given)
    -0.69	-0.4	-3.3
COc1ccccc1NC(CC(=O)c1ccccc1)C(=O)OCC(=O)c1ccc(C)c(C)c1 (stereo not given)
    0.45	0.37	.
O=S(=O)(/N=C(/Nc1ccccn1)c1ccc(Cl)cc1)c1ccc(Cl)cc1
    -1.19	-0.41	13.3
Cc1cc(C(F)(F)F)nn1Cc1n[nH]c(=S)n1-c1ccc(Cl)cc1
    0.82	0.8	12.7
COc1cc(/C=N/N2CCN(C3c4ccccc4-c4ccccc43)CC2)cc(OC)c1OC
    -0.01	0.31	-25.9
CCc1c(C)[nH]c2ccc(C)cc2c1=O
    0.31	0.26	77.4*
O=C(CNC(=O)c1ccc(Oc2ccccc2)cc1)OCc1ccc(Br)cc1
    -0.25	-0.48	7.1

# (listing goes on)
# The line under a structure holds: sdo1 growth Rescue 24 h	sdo1 growth	Insulin prom inh
CCn1c2ccccc2c2nnc(SCC(=O)Nc3cc(C)on3)nc21
    2.64	1.56	-42.9
COc1cc(OC)cc(C(=O)NCCNC(=O)c2ccco2)c1
    1.04	0.83	-371.4
CC1SC(=NC(=O)c2ccco2)NC1=O (stereo not given)
    -0.09	0.19	.
Cc1nc(N(C)Cc2ccccc2)c2nnn(Cc3ccccc3)c2n1
    -0.71	-1.69	0.0
Cc1ccc(NC(=O)CCn2cccc2)cc1
    -1.6	-1	23.9
CCCn1nc2cc(C(=O)NCCc3ccc(C)cc3)ccc2c1OCC
    -0.15	-0.09	.
CC1CN(C(=S)NC(=O)c2ccc([N+](=O)[O-])cc2)CC(C)O1 (stereo not given)
    1.18	0.78	41.7
O=C(O)CC(Cc1ccc(Cl)cc1)C(=O)Nc1ccc([N+](=O)[O-])cc1 (stereo not given)
    .	.	-9.1
Cc1cccc(-n2c(=O)c3c(n4cnnc24)-c2ccccc2CC32CCCCC2)c1
    -0.6	-1.19	0.0
O=C(Nc1ccc(S(=O)(=O)N2CCCC2)cc1)c1cccnc1
    -0.55	0.15	12.7
O=c1[nH]cc(NCCc2ccccc2)c(=O)[nH]1
    .	.	41.7
C=CCNCC#CCOc1ccc(OC)cc1
    2.28	1.77	25.0
Cc1ccc(Cl)cc1NC(=S)N(CCCN1CCOCC1)Cc1ccccn1
    1.64	1.02	-12.5
Cc1ccc(NC(=O)CSc2nnc(CNC(=O)c3c(F)cccc3Cl)o2)cc1
    1.72	0.93	50.0
CCOC(=O)C(Cc1c(F)cccc1F)(NC(C)=O)C(=O)OCC
    0.41	0.24	-100.0

# Next section
# The line under a structure holds: sdo1 growth Rescue 24 h	sdo1 growth	Insulin prom inh
O=C(c1ccccc1)c1ccc(Oc2ncccn2)cc1
    0.15	0.23	14.3
CSc1nsc(SCC(=O)Nc2c(C)n(C)n(-c3ccccc3)c2=O)n1
    0.21	0.82	.
Cc1cc(C(=O)COC(=O)c2ccc(Br)o2)c(C)n1C
    .	.	23.8
Cc1ccccc1CCNC(=O)C1CCN(S(=O)(=O)c2ccc(-n3cnnn3)cc2)CC1
    -0.24	-0.17	-28.6
CCCN(CCC)CCCNC(=O)c1ccc2c(c1)N(CC)C(=O)c1ccccc1S2=O (stereo not given)
    0.83	1.37	-61.5
COC(=O)C(NC(C)=O)(Nc1sc2c(c1C(N)=O)CCCC2)C(F)(F)F (stereo not given)
    -0.9	-0.36	-13.3
CCn1c(Cn2nnc(-c3ccccc3)n2)nnc1SCC(=O)Nc1cccc(C)c1C
    -0.01	-0.17	-71.4
CN(C)S(=O)(=O)c1ccc(C(=O)NCC(=O)N/N=C/c2ccccc2)cc1
    .	.	50.0
O=S(=O)(Nc1ccc(N2CCOCC2)cc1)c1ccc(Cl)s1
    0.85	0.63	24.3
Fc1ccc(CSc2nc3ccccc3[nH]2)cc1
    1.03	0.72	64.9
CCOC1CCCCC1NS(=O)(=O)c1ccc(Cl)cc1 (stereo not given)
    0.82	0.56	-33.3
O=C(O)c1ccccc1N(Cc1ccccc1)C(=O)CO/N=C/c1ccccc1
    -0.47	-0.15	10.7
COc1cccc(-n2c(SCC(=O)NCCC3=CCCCC3)nc3n[nH]c(C)c3c2=N)c1
    -1.2	-0.53	.
CCCCN(Cc1cc2cc(OC)ccc2[nH]c1=O)C(=O)c1ccco1
    -0.18	-0.17	47.8
CC(=O)NCCn1c(SCC(=O)NCCC(C)C)nc2ccccc2c1=O
    -1.05	0.21	31.4

# Next compounds.
# The line under a structure holds: sdo1 growth Rescue 24 h	sdo1 growth	Insulin prom inh
O=C(CCCN1C(=O)c2ccccc2C1=O)Nc1ccccc1C(=O)N1CCOCC1
    -0.56	-0.12	.
CCOC(=O)CNc1c(-c2ccc(Cl)cc2)nc2cnccn12
    1.09	1.09	-25.9
O=C1N=C(N2CCN(c3ccccc3)CC2)S/C1=C\c1cn[nH]c1-c1ccccc1
    -0.37	0.44	41.7
O=C(CSc1nc2ccccc2c(=O)n1NC(=O)Cc1ccccc1)NCc1ccco1
    0.42&-0.76	1.02&-1.01	.
Cc1ccccc1N(CC(=O)NC(C)(C)C)C(=O)CS(=O)CC(=O)Nc1ccc2c(c1)OCO2 (stereo not given)
    .	.	-8.3
COC(=O)c1cc2occc2n1Cc1cccc(C)c1
    .	.	3.7
O=C(CCCc1ccccc1)NCc1ccc(F)cc1
    0.86	1.04	11.1
COc1ccc(-c2cc(C(=O)O)sc2C)cc1
    .	.	0.0
Cc1cc(Nc2cccc(F)c2)n2nc(C)nc2n1
    -0.18	0.06	.
CCOc1cccc(C(=O)Nc2cccc(C(=O)NC(C)(C)C)c2)c1
    -0.38	-0.09	20.0
Cc1cccc(NC(=O)c2ccccc2OCC(=O)c2ccccc2)c1
    -0.2	-1.09	17.1
CC1CCCN(CCCOc2ccc([N+](=O)[O-])cc2)C1 (stereo not given)
    1.59	1.19	-7.7
CC1Cc2ccccc2N1C(=O)CSc1nnc(-c2ccc(S(=O)(=O)N3CCOCC3)cc2)n1C (stereo not given)
    -0.21	0.07	-127.6
Cc1cc(CNC(=O)c2ccc3c(c2)OCO3)c2ccccc2n1
    .	.	21.1
CCOC(=O)c1[nH]c(C)c(C(=O)N2CCN(c3cccc(Cl)c3)CC2)c1C
    0	-0.47	.
CC(C(=O)Nc1nc2ccccc2[nH]1)N1C(=O)C2CC=CCC2C1=O (stereo not given)
    -0.36	0.1	.
CCCCCCCC[n+]1cccc(C(=O)N(CC)CC)c1
    1.8	1.72	-7.4
COc1ccc(NC(=O)Nc2ccc(C(=O)N3CCOCC3)cc2)cc1
    0.4	0.65	-7.9

# Bioassay records (PubChem)

# These rows are one share of the data; count on the stated rates, not on these rows.
